Assay outcomes from PubChem BioAssay.
CIT2 TOR yeast = yeast TOR pathway CIT2-GFP modulation | S. cerevisiae CIT2-GFP strain, flow cytometry, 3 h; 100 means same as DMSO wells | GFP response vs DMSO, % at 10 µM | actives 0.065% (n = 320,000) | AID 2029;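 active means GFP response relative to DMSO above a set limit, near the screen mean plus 3 SD, cut at about 150% in these data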;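 further: ratio of well median GFP fluorescence to mean of DMSO wells on the plate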
GLD-1 RNA inh = GLD-1-TGE RNA interaction inhibition (C. elegans). Q17339. purified GLD-1 + fluorescein TGE RNA, fluorescence polarization. inhibition, % at 5.96 µM. actives 0.44% (n = 320,000). AID 2280;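 active means percent inhibition above a per-plate cutoff, the plate mean of test compounds plus 3 SD, cut at about 30% in these data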;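 further: 0% = DMSO wells with GLD-1 and probe and 100% = wells lacking GLD-1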
AGP1-GFP MLPCN = alters AGP1-GFP fluorescence in TOR pathway yeast screen | S. cerevisiae AGP1-GFP multiplex flow cytometry, 3 h; GFP as percent of DMSO wells | GFP response vs DMSO, % at 10 µM | actives 0.02% (n = 320,000);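 active means GFP response relative to DMSO above a set limit, near screen average plus 3 SD, cut at about 150% in these data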;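 further: median GFP channel fluorescence of the gated AGP1 strain per well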
VLA-4 inh = inhibition in a human VLA-4 binding assay. P13612. VLA-4 expressing cells, ligand binding flow cytometry. inhibition, % (about 7 µM as worked out from the volumes in the protocol). actives 0.2% (n = 330,000). AID 2557; in the data active means inhibition above about 50%
Target sequence (P13612 whole entry, looked up): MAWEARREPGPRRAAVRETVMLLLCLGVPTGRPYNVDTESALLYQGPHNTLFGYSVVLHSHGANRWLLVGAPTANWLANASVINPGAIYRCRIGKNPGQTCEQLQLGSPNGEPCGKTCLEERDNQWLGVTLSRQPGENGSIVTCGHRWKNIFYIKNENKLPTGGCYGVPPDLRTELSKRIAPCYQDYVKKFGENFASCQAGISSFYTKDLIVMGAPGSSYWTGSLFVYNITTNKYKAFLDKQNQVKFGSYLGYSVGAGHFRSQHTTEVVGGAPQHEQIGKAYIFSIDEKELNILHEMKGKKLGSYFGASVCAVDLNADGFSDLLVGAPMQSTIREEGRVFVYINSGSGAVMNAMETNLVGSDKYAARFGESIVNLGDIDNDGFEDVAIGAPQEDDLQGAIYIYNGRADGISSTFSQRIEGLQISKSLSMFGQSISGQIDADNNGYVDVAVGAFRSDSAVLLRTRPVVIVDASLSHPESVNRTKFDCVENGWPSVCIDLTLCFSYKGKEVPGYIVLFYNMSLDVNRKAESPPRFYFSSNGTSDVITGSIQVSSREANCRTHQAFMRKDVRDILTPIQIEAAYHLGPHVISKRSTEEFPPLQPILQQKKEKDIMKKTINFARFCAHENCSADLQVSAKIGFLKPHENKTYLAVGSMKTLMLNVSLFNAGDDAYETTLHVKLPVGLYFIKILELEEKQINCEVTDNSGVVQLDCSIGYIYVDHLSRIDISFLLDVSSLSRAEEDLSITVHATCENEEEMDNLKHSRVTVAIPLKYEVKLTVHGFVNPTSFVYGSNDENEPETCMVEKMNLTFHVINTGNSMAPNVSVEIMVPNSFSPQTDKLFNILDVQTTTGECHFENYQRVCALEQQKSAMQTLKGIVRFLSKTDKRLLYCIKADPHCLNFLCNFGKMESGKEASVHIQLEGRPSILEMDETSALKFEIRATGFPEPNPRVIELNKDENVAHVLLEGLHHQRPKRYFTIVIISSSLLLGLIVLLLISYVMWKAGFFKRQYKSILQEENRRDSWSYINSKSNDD
GRK2 inh = inhibitors of human GRK2 displacing RNA aptamer; bead flow cytometry, FAM-aptamer displacement from GRK2; inhibition of aptamer binding, % at 10 µM; actives 0.59% (n = 330,000); AID 488847;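 active means inhibition of aptamer binding above 40%, roughly 3 SD of noise, on plates passing a quality check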;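 further: median bead fluorescence of bound FAM aptamer so fluorescent compounds give negative values; no value below 0 was filed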
MCL1-BIM inh = disrupts human MCL1 binding to BIM-BH3 peptide; inhibition, % at 10.9 µM; GST-MCL1 / FITC-Bim-BH3 fluorescence polarization; actives 0.68% (n = 320,000); AID 2057;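 active means inhibition above the mean inhibition of all tested compounds plus 3 SD, set per campaign, cut at about 40% in these data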;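 further: 0% = DMSO wells and 100% = unlabeled Bim-BH3 peptide control; higher means more loss of mP so more displacement of Bim peptide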
MEX-5 binding = C. elegans MEX-5 TCR-2 RNA binding activity. Q9XUB2. MEX-5/FITC-TCR2 RNA binding, fluorescence polarization; active compounds read low. activity score (negative = inhibition of binding), % at 10 µM. actives 0.38% (n = 300,000). AID 1832;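 active means inhibition past about -25% in most replicates, and total fluorescence under double the plate's negative control median, limit read from the data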;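 further: 0% = DMSO and -100% = 5 µM competing unlabeled TCR2 RNA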
CR mimetic SO = lowers age-related superoxide in aged yeast cells; S. cerevisiae aged cells, superoxide DHE fluorescence; active compounds read low; superoxide response (% of plate mean), % at 10 µM; actives 0.18% (n = 330,000);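 active means superoxide response under a set limit, about three screen SD below normal, cut at about 65% in these data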;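 further: yeast aged for seven days with compound at 30 °C before DHE staining; 100% = average MFI of all compound-treated wells on the plate with controls excluded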
Bcl-xL primary = blocks human Bcl-xL binding to Bim BH3 peptide | actives 0.7% (n = 320,000) | GST-Bcl-xL / FITC-Bim BH3 peptide fluorescence polarization | AID 2129 | inhibition, % at 10.9 µM;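 active means inhibition above the mean of all tested compounds plus 3 SD, cutoff set per campaign, cut at about 30% in these data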;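 further: 0% = DMSO wells and 100% = unlabeled Bim-BH3 peptide competitor; inhibitors lower millipolarization by displacing the labeled peptide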
* marks the source's active call; other numbers are inactive results; i = inactive; / = not tested or not shown.

Letters: A = CIT2 TOR yeast; B = GLD-1 RNA inh; C = AGP1-GFP MLPCN; D = VLA-4 inh; E = GRK2 inh; F = MCL1-BIM inh; G = MEX-5 binding; H = CR mimetic SO; I = Bcl-xL primary
> CC1CCN(C(=O)CSc2nnc(Cc3cccn3C)n2CCc2ccccc2)CC1
  A: 109; B: 1; C: 103; D: -4; E: 1; F: -5; G: 4.6; H: 94; I: -3

> CN(CCC#N)S(=O)(=O)c1cc2c3c(c1)CCN3C(=O)CC2
  A: 98; B: 2; C: 99; D: 6; E: 0; F: 1; G: 0.5; H: 98; I: 1

> CCOC(=O)NC(=O)c1cn(Nc2ccccc2C(F)(F)F)c(=O)[nH]c1=O
  A: 102; B: -3; C: 100; D: 12; E: 3; F: -4; G: 0.4; H: 111; I: -3

> CC(=O)Oc1c(I)cc(I)cc1C(=O)Nc1ccc(Cl)cc1
  A: 108; B: -3; C: 102; D: 1; E: 0; F: -2; G: -2.2; H: 95; I: 2

> Brc1ccc(OCCN2CCOCC2)cc1
  A: 101; B: -12; C: 95; D: 0; E: 0; F: 13; G: -3.9; H: 100; I: 4

> COC(=O)c1ccc(NC(=O)c2ccc3nc(C)sc3c2)cc1
  A: 102; B: 12; C: 99; D: -15; E: 0; F: 7; G: -0.7; H: 104; I: 0

> Cn1c(=O)c(=O)n(C)c2cc(S(=O)(=O)N3CCc4ccccc43)ccc21
  A: 102; B: 3; C: 105; D: i; E: 0; F: 2; G: 4.9; H: 98; I: 4

> COc1ccccc1C(=O)N1CCN(Cc2nc(CC3CC3)no2)CC1
  A: 100; B: 3; C: 101; D: 4; E: 4; F: 2; G: 1.9; H: 121; I: 8

> O=C(NCCN1CCOCC1)c1ccc2c(c1)N(Cc1ccc(Cl)cc1)CCS2
  A: 75; B: 4; C: 100; D: -2; E: 0; F: 6; G: 1.4; H: 96; I: 5

> CC1CN(c2nc(-c3ccccc3)nc3ccccc23)CC(C)O1 (centres undefined)
  A: 97; B: 8; C: 91; D: 17; E: 0; F: 5; G: 1.2; H: 93; I: 2

> Cc1ccccc1CNC(=O)CC1C(=O)NCCN1CC1CCCCC1 (centres undefined)
  A: 90; B: 4; C: 89; D: 1; E: 0; F: 1; G: 1.2; H: 107; I: 11

> CCCC(=O)Nc1ccc(C(=O)NNC(=O)c2cccc([N+](=O)[O-])c2)cc1
  A: 91; B: 2; C: 103; D: 3; E: 0; F: 6; G: 1.6; H: 105; I: 10

> Cc1nc(S/C(=C/c2ccc(OCc3ccc(C(=O)O)cc3)cc2)C(=O)O)n[nH]1
  A: 96; B: 5; C: 101; D: -2; E: 1; F: 25; G: -69*; H: 113; I: 4

> COc1ccc(S(=O)(=O)N2CCC(C)CC2)cc1Br
  A: 84; B: 4; C: 96; D: 8; E: 2; F: 3; G: 1.7; H: 96; I: 5

> COc1c([N+](=O)[O-])c(=O)n(-c2ccccc2)c2ccccc12
  A: 106; B: 4; C: 105; D: -2; E: 2; F: 0; G: -1.9; H: 104; I: 6

Sorted by length of the SMILES (ascending): 5 of the compounds above.
Letters: A = CIT2 TOR yeast; B = GLD-1 RNA inh; C = AGP1-GFP MLPCN; D = VLA-4 inh; E = GRK2 inh; F = MCL1-BIM inh; G = MEX-5 binding; H = CR mimetic SO; I = Bcl-xL primary
> Brc1ccc(OCCN2CCOCC2)cc1
  A: 101; B: -12; C: 95; D: 0; E: 0; F: 13; G: -3.9; H: 100; I: 4

> Cc1ccccc1CNC(=O)CC1C(=O)NCCN1CC1CCCCC1 (centres undefined)
  A: 90; B: 4; C: 89; D: 1; E: 0; F: 1; G: 1.2; H: 107; I: 11

> CC1CN(c2nc(-c3ccccc3)nc3ccccc23)CC(C)O1 (centres undefined)
  A: 97; B: 8; C: 91; D: 17; E: 0; F: 5; G: 1.2; H: 93; I: 2

> CC1CCN(C(=O)CSc2nnc(Cc3cccn3C)n2CCc2ccccc2)CC1
  A: 109; B: 1; C: 103; D: -4; E: 1; F: -5; G: 4.6; H: 94; I: -3

> CCOC(=O)NC(=O)c1cn(Nc2ccccc2C(F)(F)F)c(=O)[nH]c1=O
  A: 102; B: -3; C: 100; D: 12; E: 3; F: -4; G: 0.4; H: 111; I: -3

(more compounds)
Letters: A = CIT2 TOR yeast; B = GLD-1 RNA inh; C = AGP1-GFP MLPCN; D = VLA-4 inh; E = GRK2 inh; F = MCL1-BIM inh; G = MEX-5 binding; H = CR mimetic SO; I = Bcl-xL primary
> COc1ccc(-c2csc(NC(=O)c3nc(-c4ccccc4)oc3C)n2)cc1
  A: 94; B: 3; C: 100; D: -2; E: 0; F: -1; G: 2.7; H: 97; I: 4

> CCCN1C2CCCC1CC(NC(=O)c1cccc([N+](=O)[O-])c1)C2 (centres undefined)
  A: 102; B: 1; C: 107; D: 5; E: 0; F: -11; G: -1.2; H: 114; I: 1

> CCCn1nc(C(=O)OCC(=O)NC(C)c2ccccc2)c2ccccc2c1=O (centres undefined)
  A: 105; B: 1; C: 102; D: 7; E: 0; F: -3; G: /; H: 124; I: 1

> COc1cc(CN2CCNC(=O)C2CC(=O)N(C)CCC2CCOCC2)cc(OC)c1 (centres undefined)
  A: 94; B: 0; C: 100; D: 0; E: 0; F: 9; G: -1.6; H: 126; I: 15

> O=C(CC1C(=O)OCC2CCCCN21)Nc1ccccc1C(F)(F)F (centres undefined)
  A: 92; B: 4; C: 103; D: -4; E: 0; F: 5; G: 0.0; H: 96; I: 9

> Cc1cc(N2C(=O)C(O)=C(C(=O)c3cccs3)C2c2ccccc2)no1 (centres undefined)
  A: 95; B: 6; C: 96; D: 0; E: 0; F: 6; G: 0.2; H: 103; I: 6

> CCNC(=O)C/C(C)=N/NC(=O)C12CC3CC(CC(C3)C1)C2
  A: 91; B: -1; C: 98; D: 2; E: 6; F: 7; G: 1.8; H: 103; I: -3

> Cc1nnc(NC(=O)c2ccc(S(=O)(=O)N3CCOCC3)cc2)s1
  A: 118; B: 0; C: 112; D: 18; E: 4; F: 11; G: 4.1; H: 83; I: 5

> CCOC(=O)C(Cc1ccccc1)(NC(C)=O)C(=O)OCC
  A: 95; B: 1; C: 91; D: 9; E: 1; F: 10; G: 0.8; H: 97; I: 9

> C/C(CCc1ccccc1)=N\NC(=O)CC(=O)NCCc1ccccc1
  A: 109; B: 5; C: 106; D: 4; E: 3; F: -15; G: -0.7; H: 115; I: -10

> Cc1ccc2c(c1)N(CC(=O)NCC(C)c1ccccc1)C(=O)c1cccnc1O2 (centres undefined)
  A: 73; B: -7; C: 75; D: 53*; E: 1; F: 4; G: 1.3; H: 99; I: 3

> CCOc1ccc(N2CC(O)(c3ccc(F)cc3)[N+]3=C2CCCC3)cc1 (centres undefined)
  A: 94; B: -1; C: 95; D: 2; E: 0; F: 9; G: -0.3; H: 99; I: 6

> Cc1cccc2cc(C3CC(c4ccco4)=NN3S(=O)(=O)c3ccccc3)c(Cl)nc12 (centres undefined)
  A: 106; B: -3; C: 98; D: -3; E: 0; F: 4; G: 0.5; H: 103; I: 4

> CC(=O)OCC1CCCC2=C(C)C(=O)CCC21COC(C)=O (centres undefined)
  A: 111; B: 8; C: 94; D: 3; E: 0; F: -2; G: -0.9; H: 98; I: 0

> COC(=O)C[C@H]1c2cc(C(F)(F)F)ccc2S(=O)(=O)N1Cc1ccccc1
  A: 71; B: -3; C: 73; D: -8; E: 0; F: 5; G: 1.0; H: 98; I: 5

(further entries)
Letters: A = CIT2 TOR yeast; B = GLD-1 RNA inh; C = AGP1-GFP MLPCN; D = VLA-4 inh; E = GRK2 inh; F = MCL1-BIM inh; G = MEX-5 binding; H = CR mimetic SO; I = Bcl-xL primary
> Nc1ccc(C(=O)OCC(=O)N2c3ccccc3Sc3ccccc32)cc1[N+](=O)[O-]
  A: 79; B: 1; C: 92; D: 11; E: 3; F: 1; G: /; H: 128; I: 2

> Cc1cc(C)n(-c2ccc(C(=O)NC3=NCCS3)cc2)n1
  A: 83; B: 1; C: 100; D: 0; E: 0; F: 1; G: 2.4; H: 71; I: -1

> CCCCOc1ccc(Cl)cc1CSc1nnc(CC)n1N
  A: 117; B: 0; C: 111; D: -9; E: 0; F: -4; G: 2.6; H: 79; I: 2

> O=C(Cn1nc(Cl)nc1Cl)c1ccc([N+](=O)[O-])cc1
  A: 104; B: -5; C: 103; D: 3; E: 2; F: 6; G: -1.4; H: 96; I: 2

> COc1ccc(NC(=S)N2CCC(c3nc4ccc(Cl)cc4[nH]3)CC2)c(OC)c1
  A: 96; B: 8; C: 99; D: 22; E: 1; F: 9; G: 1.0; H: 98; I: 7

> CC12CCC(c3nnc(SCc4ccc(Cl)cc4)nc31)C2(C)C (centres undefined)
  A: 99; B: 5; C: /; D: 6; E: 4; F: 2; G: -0.6; H: 105; I: 2

> Clc1ccc2scc(CN3CCCC3)c2c1
  A: 98; B: 2; C: 113; D: 12; E: 0; F: 1; G: -1.0; H: i; I: 5

> CN(C)c1ccc(N2C(=O)CC(Sc3ccccc3C(=O)O)C2=O)cc1 (centres undefined)
  A: 109; B: 1; C: 108; D: -13; E: 0; F: 12; G: -1.9; H: 92; I: 10

> CCSC1(SCC)N=C(N)C2(C#N)C(c3ccc(F)cc3)C12C#N (centres undefined)
  A: 101; B: 5; C: 108; D: 12; E: 1; F: 9; G: -2.3; H: 109; I: 6

> CN(Cc1cn(C)nc1-c1ccc(Oc2ccccc2)cc1)Cc1cnc2ccccn12
  A: 116; B: 6; C: 105; D: 2; E: 3; F: 6; G: 3.9; H: 94; I: 7

> CCC(=O)Nc1nc(-c2ccc3c(c2)OCCO3)cs1
  A: 87; B: 3; C: 91; D: -21; E: 2; F: 3; G: 2.6; H: 96; I: 2

> CC(OC(=O)Cn1[nH]c(=O)c2ccccc2c1=O)C(=O)NC1(C#N)CCCCC1 (centres undefined)
  A: 95; B: -1; C: 90; D: -5; E: 5; F: 5; G: 0.1; H: 100; I: 2

> O=C(N/N=C/c1ccc(O)cc1)c1cccc(C(F)(F)F)c1
  A: 107; B: 2; C: 99; D: 29; E: 1; F: 9; G: -1.7; H: 84; I: 7

> Cc1ccc(-n2nc3c(c2NC(=O)c2ccc4c(c2)OCO4)CS(=O)(=O)C3)c(C)c1
  A: 92; B: 9; C: 88; D: 23; E: 3; F: 4; G: 2.5; H: 98; I: 2

> CCN(CC)C(=O)CN(c1cccc(Br)c1)S(C)(=O)=O
  A: /; B: -2; C: 88; D: -3; E: 0; F: -2; G: 1.0; H: 97; I: 1

> CN(C)Cc1cc(CN(C)C)c(O)c(CCc2ccccc2)n1
  A: 101; B: 2; C: 92; D: 2; E: 1; F: 4; G: -0.2; H: 95; I: 2

> CC(NC(=S)Nc1ccccc1OC(F)F)C(C)(C)C (centres undefined)
  A: 96; B: 5; C: 93; D: -10; E: 0; F: 8; G: 2.1; H: 87; I: 2

> O=C(CSCc1cnn(-c2ccccc2)c1-n1cccc1)NCc1ccccn1
  A: 98; B: 0; C: 102; D: -3; E: 3; F: -2; G: -1.9; H: 103; I: 2

Rows were taken by chance. About 2.1% of those tested had a hit in this group.
